SENP7 inh = SENP7 protease inhibitors, primary screen, biochemical, luminescence, uHTS. 330,000 tested, 1.5% active. recombinant SENP7, Z-RLRGG-aminoluciferin luminescence, 40 min. Sentrin-specific protease 7 (Homo sapiens), Q9BQF6. inhibition, % at 5 µM;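 active means inhibition above about 50% at the single test dose, limit read from the data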;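 further: plate controls were DMSO with enzyme for no effect and no enzyme buffer wells for full effect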
UBC13 inh = UBC13 polyubiquitin chain formation inhibitors, primary screen, biochemical, TR-FRET, uHTS; Ubiquitin-conjugating enzyme E2 N (Homo sapiens), P61088; inhibition, % at 20 µM; 330,000 tested, 0.47% active; AID 485273, 2010; in the data active means inhibition above about 45%, passing the limit was not always enough; inconclusive means no clear call, values can overlap the other calls
Target sequence (P61088 whole entry, looked up): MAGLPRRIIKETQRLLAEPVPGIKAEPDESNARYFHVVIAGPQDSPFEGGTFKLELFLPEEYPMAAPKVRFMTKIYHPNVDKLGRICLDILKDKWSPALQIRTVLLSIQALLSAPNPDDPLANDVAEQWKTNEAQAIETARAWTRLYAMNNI
SENP8 block-1 = human SENP8 protease inhibitors, primary screen, biochemical, fluorescence, Nedd8 protein substrate, uHTS; Sentrin-specific protease 8 (Homo sapiens), Q96LD8; recombinant SENP8; inhibition, % at 20 µM; 360,000 tested, 0.64% active; AID 602440, 2012; in the data active means inhibition mostly above about 40%, no sharp cut-off; inactive means mostly below about 27%
beta cell repl = inducers of MIN6 beta-cell proliferation, primary screen, ATP luminescence, uHTS; MIN6 cells proliferation, ATPlite luminescence, 48 h; cells starved in 0.2% serum; 100% = growth in 10% serum; proliferation, % at 10 µM; 330,000 tested, 0.29% active;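 active means compounds whose signal lies at least 3.5 SD above the mean of all wells on their plate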;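 further: 0% = DMSO-treated cells in low-serum medium and 100% = 10% serum control; some compounds called inactive have numbers as strong as hits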
HKDC1 inhibitor = HKDC1 hexokinase inhibitors, primary screen, biochemical, fluorescence, uHTS; Q2TB90; recombinant HKDC1, G6PDH/diaphorase resazurin coupled fluorescence; inhibition, % at 20 µM; 340,000 tested, 0.16% active;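 active means inhibition above about 35% when tested at 20 µM, limit read from the data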;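 further: plate controls were DMSO wells with enzyme for no effect and DMSO wells lacking enzyme for full effect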
Target sequence (Q2TB90 whole entry, looked up): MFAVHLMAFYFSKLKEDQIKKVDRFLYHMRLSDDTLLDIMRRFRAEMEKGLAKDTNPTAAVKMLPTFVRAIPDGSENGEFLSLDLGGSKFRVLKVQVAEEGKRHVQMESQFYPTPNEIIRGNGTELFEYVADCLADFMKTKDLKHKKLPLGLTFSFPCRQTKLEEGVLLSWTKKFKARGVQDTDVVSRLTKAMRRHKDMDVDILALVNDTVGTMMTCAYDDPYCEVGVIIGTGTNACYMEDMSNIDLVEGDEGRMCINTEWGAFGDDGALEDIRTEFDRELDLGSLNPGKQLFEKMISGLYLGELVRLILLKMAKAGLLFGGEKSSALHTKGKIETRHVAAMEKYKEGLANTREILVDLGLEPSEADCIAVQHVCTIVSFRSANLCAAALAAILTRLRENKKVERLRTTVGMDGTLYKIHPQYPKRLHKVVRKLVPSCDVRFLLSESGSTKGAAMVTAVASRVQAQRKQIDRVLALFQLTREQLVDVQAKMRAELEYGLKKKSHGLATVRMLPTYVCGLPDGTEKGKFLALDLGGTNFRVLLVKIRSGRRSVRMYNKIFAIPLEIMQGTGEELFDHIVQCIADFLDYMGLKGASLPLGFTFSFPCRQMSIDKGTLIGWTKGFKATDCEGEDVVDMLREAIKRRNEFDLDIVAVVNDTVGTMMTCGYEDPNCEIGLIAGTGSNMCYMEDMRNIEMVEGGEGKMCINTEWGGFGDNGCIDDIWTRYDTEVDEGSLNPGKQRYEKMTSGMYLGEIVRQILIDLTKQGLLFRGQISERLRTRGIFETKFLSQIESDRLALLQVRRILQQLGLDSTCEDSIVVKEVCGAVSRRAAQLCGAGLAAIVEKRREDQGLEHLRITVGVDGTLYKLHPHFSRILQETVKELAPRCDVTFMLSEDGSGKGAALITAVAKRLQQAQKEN
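Test system: recombinant HKDC1 (HK5) hexokinase enzyme, produced in-house; Amount: enzyme 5 µg/mL final; Buffer or medium: Tris pH 8.0 buffer with MgCl2, Tween-20, BSA, BME; Reagent: glucose and ATP substrates; Doses: 20 µM test compound, 1% DMSO; Incubation: 90 min reaction incubation at room temperature, dark; Detection: resorufin fluorescence at 613 nm.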
SENP6 inh = SENP6 protease inhibitors, primary screen, biochemical, luminescence, uHTS; Sentrin-specific protease 6 (Homo sapiens), Q9GZR1; Recombinant SENP6 catalytic domain, aminoluciferin luminescence; inhibition, % at 10 µM; 330,000 tested, 1.8% active;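 active means inhibition above about 50% at the single tested dose, limit read from the data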;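 further: plate controls were DMSO wells with enzyme for no effect and DMSO wells lacking enzyme for full effect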
PfGluPho inh = PfG6PD enzyme inhibitors, primary screen, biochemical, fluorescence intensity, uHTS; inhibition, % at 20 µM; 350,000 tested, 0.78% active; PfGluPho enzyme, NADPH resazurin-diaphorase fluorescence; AID 504690, 2011;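 active means inhibition reaching at least a set limit at 20 µM in the primary screen, cut at about 59% in these data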;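 further: 0% = DMSO wells with substrate and 100% = DMSO wells lacking glucose-6-phosphate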
SENP8 block-2 = SENP8 protease inhibitors, primary screen, biochemical, luminescence; AID 2540, 2010; purified SENP8, Z-RLRGG-aminoluciferin cleavage; Sentrin-specific protease 8 (Homo sapiens), Q96LD8; inhibition, % at 10 µM; 330,000 tested, 1.2% active; in the data active means inhibition above about 50%
SENP1 FRET inh = human SENP1 catalytic domain inhibitors, primary screen, biochemical, FRET, uHTS. Sentrin-specific protease 1 (Homo sapiens), Q9P0U3. recombinant SENP1 catalytic domain, CyPet-SUMO1-YPet FRET cleavage. inhibition, % at 10 µM. 360,000 tested, 0.21% active. AID 624204, 2012;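 active means inhibition at least 30% at 10 µM, raw YFP signal under a set limit, fluorescence ratio 0.5 to 1.5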;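 further: 0% = enzyme with DMSO and 100% = no enzyme wells; some results filed as inactive read as strong as hits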
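Assay system: hSENP1 catalytic domain, recombinant. Amount: SENP1 enzyme, 20 pM final. Schedule: 50 min reaction, RT, dark. Technique: FRET, CFP and YFP emission. Control set: no-enzyme wells low, DMSO-plus-enzyme wells high control.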
* = called active by the depositor; i = inactive; ? = inconclusive; . = not tested or not shown. Rows are unselected. Share with any hit: about 4%.

SMILES	SENP7 inh	UBC13 inh	SENP8 block-1	beta cell repl	HKDC1 inhibitor	SENP6 inh	PfGluPho inh	SENP8 block-2	SENP1 FRET inh
Cc1ccccc1CNC(=O)c1ccccc1C	6.4	-1.5	17.9	-1.6	-9.0	-19.6	-11.7	0.2	1.0
CCOc1ccc(C(=O)NN2C(=S)NC(C)(C)C=C2C)cc1	0.7	-4.1	-42.5	-0.1	-2.7	-28.0	-13.4	-7.4	2.9
COC(=O)c1c(C)[nH]c(C(=O)CN(C)CC(=O)Nc2cccc(F)c2)c1C	-8.4	-4.7	11.6	-4.2	2.2	3.9	-4.6	-8.8	0.4
Cn1c(Cn2cnc3ccccc32)nnc1SCc1ccccc1	7.5	4.2	19.5	-2.3	2.7	17.5	-1.0	6.6	-0.9
COc1ccc([C@@H]2[C@H]3CN(C(C)=O)CC=C3C(C#N)=C(N)C2(C#N)C#N)c2ccccc12	.	.	-140.5	.	9.4	.	4.1	.	-30.4
CC(=O)CC(C)(C)Nc1nc2cc([N+](=O)[O-])ccc2o1	0.7	-3.0	13.3	-1.4	-4.0	1.9	4.4	-5.5	0.6
Cc1csc(NC(=O)CSc2nnc(Cc3cccn3C)n2CCc2ccccc2)n1	1.4	5.5	-7.0	-1.0	-3.1	-6.1	18.3	4.9	-4.3
COc1ccc(C)cc1S(=O)(=O)N(C)CC(=O)Nc1ccccc1	2.6	-3.1	9.3	1.7	-6.3	-4.4	3.0	-5.5	3.1
CC(C)CC(=O)Nc1cccc2c1C(=O)N(c1ccccc1)C2=O	-5.5	-1.1	22.1	3.0	-5.3	-8.2	-4.2	6.4	-6.7
O=C(c1cc2ccccc2oc1=O)N1CCN(c2ccc(N3CCOCC3)nn2)CC1	-5.1	4.3	-15.3	-1.3	-6.4	-3.1	-0.5	-10.8	0.2
COc1ccc(CC(=O)N(C)CC(=O)Nc2c(C)cccc2C)cc1S(=O)(=O)N1CCOCC1	6.1	40.5	-2.0	2.1	-6.0	-7.3	-11.7	1.0	-1.0
O=C(CCNC(=O)C1CCN(S(=O)(=O)c2ccc(F)cc2)CC1)NCc1ccccc1Cl	-0.8	-2.4	6.3	4.5	-4.2	-12.2	7.7	2.8	-1.5
O=c1c2ccccc2sn1-c1ccc(S(=O)(=O)N2CCCCC2)cc1	-19.9	12.2	16.4	-3.2	-4.0	33.2	110.9*	22.2	0.3
CCN1CCCC1CNC(=O)c1cc(S(N)(=O)=O)ccc1OC (stereo not given)	3.8	-4.9	6.6	-1.2	-1.0	-2.3	2.9	7.4	1.0
O=C(NC1CCCc2ccccc21)C1CCC(CNc2c(N3CCOCC3)c(=O)c2=O)CC1 (stereo not given)	-0.2	-3.7	18.1	-1.5	-5.8	5.0	6.8	3.0	-0.2
CCOc1ccc(CNc2ncnc(N)n2)cc1	-1.5	0.7	15.7	-0.3	-5.2	-0.8	-8.3	-3.8	-2.0
CCN(C(=O)CN1C(=O)/C(=C/c2ccccc2F)SC1=S)C1CCS(=O)(=O)C1 (stereo not given)	-1.3	-5.9	21.2	-3.3	5.3	-8.3	3.4	-11.3	1.9
O=C(CNC(=O)C1COc2ccccc2O1)N/N=C/c1ccc(O)cc1O (stereo not given)	-3.5	12.2	0.2	-3.6	-36.6	-2.0	-22.2	-6.3	-3.9
CCCOC(=O)c1ccc(OCC(O)CN2CCN(C(=O)c3ccccc3)CC2)cc1 (stereo not given)	-5.6	-1.8	28.9	-0.8	-3.9	-13.1	-4.6	-7.3	1.1
CCN(Cc1ccncc1)Cc1cn[nH]c1-c1ccc(OC)cc1F	-3.5	-1.7	11.6	0.3	-0.5	-1.1	15.1	-11.1	-1.3
C/C(CC(=O)NC12CC3CC(CC(C3)C1)C2)=N\NC(=O)c1ccc(F)cc1	8.4	3.6	5.1	2.3	0.1	-5.5	-2.4	6.6	0.5
CC(C)(C)c1ccc(C(=O)NCC(=O)OCC(=O)c2ccc3c(c2)-c2ccccc2C3)cc1	-7.1	-3.9	-6.5	1.2	-7.3	4.5	-46.5	-11.9	1.1
CC(=O)C(C(c1ccccc1)N1CCOCC1)N1CCOCC1 (stereo not given)	.	.	-14.3	.	-1.8	.	10.9	.	-4.0
Cc1nnc(Sc2c(N)n(C)c(=O)n(C)c2=O)s1	-12.2	-5.4	9.4	-4.2	-0.9	3.2	-1.2	-6.3	1.0
Cc1nn(CC(=O)NCCc2ccccc2)c(=O)c2cccn12	17.9	-7.4	4.9	0.3	-2.0	-8.8	-2.8	-10.9	1.5
Cc1ccc(-n2nc3c(=O)n(CCCC(=O)NCc4ccc(C)o4)nc(C)c3c2C)cc1	-2.2	8.9	7.3	-3.4	-1.8	7.7	10.1	-1.1	1.2
O=C(O)CSCc1nc2ccccc2s1	4.2	1.4	-2.7	-1.6	-0.6	-3.6	3.2	2.2	-6.0
CCCOc1ccc(/C=N/NC(=O)c2nnn(-c3nonc3N)c2-c2cccs2)cc1OC	0.5	1.9	-314.5	-2.0	3.9	14.7	13.4	2.9	1.5
Cc1cccc(-c2cc3nc(-c4ccccc4)cc(N4CCC5(CC4)OCCO5)n3n2)c1	-3.8	?	i	-3.2	2.1	-7.8	10.4	-1.4	-3.2
CCc1nc2ccccc2n1Cc1ccccc1F	-0.2	1.2	3.2	-0.5	-2.3	-10.6	-11.9	-2.4	-0.4
COc1ccc(CCNC(=O)c2sc3ccccc3c2Cl)cc1OC	-8.8	12.4	14.7	0.0	0.0	3.3	15.3	8.8	0.9
CC(C)c1ccc(S(=O)(=O)c2n[nH]n3c2nc(=O)c2ccccc23)cc1	-2.5	-9.9	-266.0	-3.8	3.5	-2.3	-14.0	1.3	-3.7
CCOC(=O)c1cc2c(=O)n3cccc(C)c3nc2n(CCCOC)c1=NC(=O)c1cccnc1	-2.6	6.2	-274.2	0.3	-4.3	-1.0	6.8	-1.2	-22.0
Cc1cc(Br)cc(C)c1NC(=O)c1ccc(C#N)cc1F	-2.2	-2.9	28.7	-1.5	-2.3	-3.7	10.4	-0.9	-1.3
NC(=O)c1ccsc1NC(=O)c1ccc(S(=O)(=O)N2CCCC2)cc1	20.2	4.2	-24.0	3.0	2.5	30.0	-8.5	21.1	2.9
COc1cccc(Nc2nnc(SCC(=O)Nc3sccc3C(N)=O)s2)c1	3.1	13.4	1.9	-2.0	2.6	7.9	19.6	2.4	-7.6
COc1ccccc1CN1CCc2c([nH]c3ccccc23)C1	-7.0	5.3	-56.6	2.1	-1.4	15.4	1.0	14.9	-7.0
CC(=O)N1CCN(c2ccc(Nc3nc(C)nc4c3oc3ccccc34)cc2)CC1	-13.9	-1.4	-168.5	3.3	3.6	-21.5	20.6	-15.7	-14.3
Cc1ccc(S(=O)(=O)N2CCOCC2)cc1NC(=O)CSc1nccn1C	0.6	0.1	7.1	0.1	-0.6	-6.0	-19.6	-3.9	1.0
O=C(OCC(=O)N1CCN(C(=O)c2ccco2)CC1)c1sc2cc(F)ccc2c1Cl	-14.6	-3.6	20.4	-2.6	-1.3	-19.7	-3.7	-9.3	1.8

Quoted at random: 2 compounds from above, in no set order.
SMILES	SENP7 inh	UBC13 inh	SENP8 block-1	beta cell repl	HKDC1 inhibitor	SENP6 inh	PfGluPho inh	SENP8 block-2	SENP1 FRET inh
O=C(OCC(=O)N1CCN(C(=O)c2ccco2)CC1)c1sc2cc(F)ccc2c1Cl	-14.6	-3.6	20.4	-2.6	-1.3	-19.7	-3.7	-9.3	1.8
Cc1nn(CC(=O)NCCc2ccccc2)c(=O)c2cccn12	17.9	-7.4	4.9	0.3	-2.0	-8.8	-2.8	-10.9	1.5

Reprinted from above, two compounds:
SMILES	SENP7 inh	UBC13 inh	SENP8 block-1	beta cell repl	HKDC1 inhibitor	SENP6 inh	PfGluPho inh	SENP8 block-2	SENP1 FRET inh
COc1ccc(CCNC(=O)c2sc3ccccc3c2Cl)cc1OC	-8.8	12.4	14.7	0.0	0.0	3.3	15.3	8.8	0.9
CC(C)c1ccc(S(=O)(=O)c2n[nH]n3c2nc(=O)c2ccccc23)cc1	-2.5	-9.9	-266.0	-3.8	3.5	-2.3	-14.0	1.3	-3.7

The results go on.
SMILES	SENP7 inh	UBC13 inh	SENP8 block-1	beta cell repl	HKDC1 inhibitor	SENP6 inh	PfGluPho inh	SENP8 block-2	SENP1 FRET inh
Cc1ccc(S(=O)(=O)Cc2c(C)noc2C)cc1	1.9	-1.7	8.7	-1.2	-13.7	-6.6	-1.9	7.3	0.8
CN1N=C(C(=O)N2CCN(c3ccc([N+](=O)[O-])cc3)CC2)CCC1=O	16.5	-0.4	22.5	1.4	9.5	-28.1	2.0	-3.1	2.5
Cc1cc(OCC(=O)Nc2nnc(C3CC3)s2)ccc1[N+](=O)[O-]	6.3	-4.6	9.3	-0.3	-2.2	13.5	-25.3	10.1	1.2
COc1ccc(CNc2ncc(-c3ccccc3)n2C)c(OC)c1OC	-0.9	0.6	-67.3	-1.0	-4.9	7.5	7.1	0.7	2.6
CCC(NS(=O)(=O)c1cn(C)nc1C)c1ccccc1 (stereo not given)	-6.1	-5.7	16.8	-4.0	-9.7	-17.6	8.6	-1.2	-0.3
O=C(CSc1nc2ccccc2o1)N1c2ccccc2Sc2ccccc21	4.7	-4.4	13.4	-5.7	-8.5	-11.3	10.0	-5.1	3.0
COc1cc(NS(=O)(=O)c2ccc(F)cc2)c(C(=O)O)cc1OC	6.7	-7.0	5.0	0.0	-2.9	8.1	1.0	-3.0	-1.4
CC(=O)Nc1ccc(NC(=O)CN(c2ccc([N+](=O)[O-])cc2)S(=O)(=O)c2ccccc2)cc1	-12.7	4.7	3.4	-0.8	-4.8	-4.6	15.7	-5.2	2.1
CCOC(=O)c1c(-c2ccccc2)oc2ccc(OC)cc12	-8.8	28.7	-422.5	-2.0	-1.8	-0.8	8.8	-4.1	2.2
Cc1ccc(C(CNC(=O)Nc2ccccc2)N2CCN(C)CC2)cc1 (stereo not given)	1.9	0.6	9.2	-2.5	-3.4	8.7	10.0	-1.0	1.1
Cc1c(CCC(=O)O)c(=O)n2c([nH]c3ccccc32)c1C#N	3.1	0.6	-272.1	-1.5	-5.2	26.7	-42.5	7.3	-1.0
Cc1cccc(C)c1NC(=O)CCCSc1nnc(-c2ccc(Cl)cc2)n1-c1ccccc1	4.1	8.5	22.2	0.0	-4.1	-2.5	-25.0	4.2	0.7
CCCCCOc1ccc(N2C(=O)C3C4C=CC(C3C2=O)N(C)C4=O)cc1 (stereo not given)	3.8	6.5	13.4	0.8	-4.7	6.3	15.3	5.2	0.3
FC(F)(F)c1cccc(N2CCN(C(=S)NC3CCCCC3)CC2)c1	-5.7	-2.2	12.9	-2.2	-0.9	6.5	19.5	-4.3	-1.1
COc1cccc(-c2c[nH]c(=O)[nH]c2=O)c1	-3.6	-0.1	10.2	-2.2	7.5	-8.6	-17.1	2.5	0.4
Cc1cc(NS(=O)(=O)c2ccc(CC(C)C)cc2)no1	-12.8	-17.7	11.9	-0.7	5.4	-3.0	-17.2	-17.8	-7.6
